# NPR1 activator: GC-A stimulated cGMP production enhancers – HEK293 GC-A cells, cGMP TR-FRET, EC30 ANP, primary screen. Atrial natriuretic peptide receptor 1 (Homo sapiens), P16066. 0% at EC30 ANP, 100% saturating ANP. activation, % at 10 µM. 370,000 tested, 0.14% active. AID 1671463, 2021; in the data active = activation above about 40%
# SMARCA2 activ: SMARCA2 (BRM) function activators, primary screen, cell-based, luminescence, high throughput | MG213 cells, MMTV-luciferase reporter, dexamethasone, overnight | AID 652017, 2013 | 370,000 tested, 1% active | activation, % at 9.1 µM; in the data active = activation above about 7.8%;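 also: 0% = vehicle wells and 100% = reference activator wells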
# ADAM10 inh: human ADAM10 inhibitors, primary screen, biochemical, QFRET, HTS; inhibition, % at 7 µM; 370,000 tested, 0.62% active; Disintegrin and metalloproteinase domain-containing protein 10 (Homo sapiens), O14672; recombinant ADAM10, EDANS/DABCYL FRET peptide cleavage, 3 h;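 active = inhibition above a per-campaign cutoff equal to the mean of compounds falling between control-based bounds plus 3 SD, cut at about 20% in these data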;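 also: 0% = DMSO wells while the 100% control is not disclosed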
# DAX1 inh-1: DAX1 (NR0B1) inhibitors, primary screen, cell-based, HEK293, Gal4-DAX1, luciferase luminescence; Nuclear receptor subfamily 0 group B member 1 (Homo sapiens), P51843; HEK293 Gal4-DAX1 luciferase reporter; inhibition, % at 6.75 µM; 340,000 tested, 0.99% active; AID 504766, 2011;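 active = inhibition above the mean over all tested compounds plus 3 SD, cut at about 4.2% in these data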;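 also: 0% = DAX1-transfected cells with DMSO and 100% = empty-vector control cells with DMSO; inhibition shows as a rise in luminescence from relieved DAX1 repression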
# hcDAF-12 act: H. contortus DAF-12 nuclear receptor activators, primary screen, cell-based, luminescence, HEK293, lit1-tk-luc reporter | HEK293 hcDAF-12 lit1-tk-luc reporter; 0% DMSO, 100% Δ7-dafachronic acid | activation, % at 6.8 µM | 370,000 tested, 1.4% active | AID 652067, 2013;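 active = activation above the mean of all tested compounds plus 3 SD, cut at about 5.5% in these data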;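 also: 100% = response to 3 µM Δ7-dafachronic acid high control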
# hgDAF-12 ag: H. glycines DAF-12 receptor agonists, primary screen, cell-based, luminescence, HEK293, GAL4 fusion, UAS-luciferase. HEK293 GAL4-hgDAF12 UAS-luciferase reporter, agonist luminescence; normalized to butyrate control. activation, % at 6.8 µM. 370,000 tested, 1.8% active. AID 687014, 2013;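 active = activation above a cutoff set at the mean of all screened compounds plus 3 SD, cut at about 10% in these data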;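 also: 0% = DMSO wells and 100% = sodium butyrate wells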
# FXN GAA850 act: FXN promoter activators, primary screen, cell-based, luciferase luminescence, HEK293 lucGAA850; HEK293 lucGAA850 FXN promoter luciferase reporter, 24 h; percent of 10 µM SAHA response; activation, % at 6 µM; 360,000 tested, 0.56% active;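 active = activation above the average of all compounds screened plus 3 SD, cutoff fixed separately per campaign, cut at about 7.5% in these data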;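 also: 0% = DMSO wells and 100% = 10 µM SAHA wells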
# GC-B act: human GC-B receptor activators, primary screen, HEK293 GC-B cells, cGMP TR-FRET, EC30 CNP; Atrial natriuretic peptide receptor 2 (Homo sapiens), P20594; 0% at EC30 CNP, 100% saturating CNP; activation, % at 10 µM; 370,000 tested, 0.11% active;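 active = activation at 10 µM reaching about 35% in either raw or pattern-adjusted values, limit read from the data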
# DAX1 inh-2: DAX1 (NR0B1) inhibitors on StAR promoter, primary screen, cell-based, luminescence, SF-1 (NR5A1), full-length DAX-1; inhibition, % at 6.8 µM; HEK293T StAR-luciferase reporter, SF-1/DAX-1 repression relief; 370,000 tested, 1.1% active; AID 652010, 2013;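 active = inhibition above the mean over all tested compounds plus 3 SD, cut at about 3.6% in these data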;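 also: 0% = DAX-1 cells with DMSO and 100% = cells lacking DAX-1 with DMSO; higher inhibition means more luminescence from relief of DAX-1 repression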
# HGIII-sPLA2 inh: human group III sPLA2 inhibitors, primary screen, biochemical, QFRET, BODIPY PC-A2 liposome substrate | Group 3 secretory phospholipase A2 (Homo sapiens), Q9NZ20 | QFRET BODIPY PC-A2 liposome hydrolysis, fluorescence | inhibition, % at 12.2 µM | 370,000 tested, 0.56% active | AID 743126, 2013;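 active = inhibition above mean plus 3 SD of compounds lying within the high and low control bounds, cut at about 19% in these data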;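 also: 0% = median of test compound wells and 100% = no enzyme DMSO wells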
# ssDAF-12 act: S. stercoralis DAF-12 nuclear receptor activators, primary screen, cell-based, luminescence, HEK293, GRIP1 co-expression, lit1-tk-luc; HEK293 ssDAF-12/GRIP1 lit1-tk-luc reporter; % of 3 µM dafachronic acid response; Nuclear hormone receptor DAF-12 (Strongyloides stercoralis); AID 652126, 2013; activation, % at 6.8 µM; 370,000 tested, 1% active;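 active = activation above the mean over all tested compounds plus 3 SD, cut at about 0.9% in these data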;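 also: 0% = DMSO-only wells and 100% = 3 µM delta7-dafachronic acid wells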
# The depositor's hits bear a star; . = not tested or not shown.
# Letters: A = NPR1 activator; B = SMARCA2 activ; C = ADAM10 inh; D = DAX1 inh-1; E = hcDAF-12 act; F = hgDAF-12 ag; G = FXN GAA850 act; H = GC-B act; I = DAX1 inh-2; J = HGIII-sPLA2 inh; K = ssDAF-12 act
[1] C/C=C\C=C/C(=O)Nc1cccc(C2=NOC3(C2)C[C@H](C(N)=O)N(C(=O)c2ccc(OC)cc2)C3)c1 (stereo partly specified)
  A = -4	B = 1	C = 5	D = -0.2	E = -1.0	F = -0.7	G = 1.1	H = -11	I = 0.6	J = -16	K = -1.4

[2] CCCCSc1nnc(-c2ccccc2N)c(=O)[nH]1
  A = 3	B = 8	C = -9	D = 0.2	E = 5.9*	F = 11*	G = 4.6	H = 0	I = 0.9	J = -6	K = -0.3

[3] CCOc1ccc(-c2n[nH]c(C)c2Oc2ccccc2OC)c(O)c1
  A = -6	B = -4	C = 20	D = 0.7	E = -0.5	F = -2.5	G = 3.3	H = -6	I = -0.1	J = -21	K = -1.2

[4] CC(=O)C1(C)CCC2C3C=C(C)C4=CC(=O)CCC4(C)C3CCC21C (stereo unspecified)
  A = -7	B = -6	C = 5	D = -1.8	E = -0.7	F = -2.5	G = -0.2	H = 1	I = -1.4	J = 0	K = -1.5

[5] CC1(C#N)c2ccccc2C(Br)=CN1C(=O)c1ccccc1 (stereo unspecified)
  A = -2	B = 1	C = -1	D = 0.3	E = -1.3	F = 0.4	G = 0.2	H = -1	I = -1.0	J = 8	K = -1.0

[6] CC1(C)CC(CC(=O)Nc2nccs2)(c2ccccc2)CCO1 (stereo unspecified)
  A = -5	B = 3	C = -3	D = -0.1	E = -0.4	F = -3.1	G = -0.4	H = 5	I = 0.0	J = -4	K = -0.5

[7] CCCCn1c(N)c(N(CCC)C(=O)C2CCCC2)c(=O)[nH]c1=O
  A = -2	B = -2	C = -10	D = 0.5	E = -2.1	F = 1.3	G = 0.8	H = 1	I = 0.3	J = 12	K = -1.1

[8] O=C(C1CCC1)N1CCN(S(=O)(=O)c2ccccc2)CC1
  A = 1	B = -1	C = 3	D = 0.9	E = 0.3	F = 2.2	G = -0.5	H = 0	I = 0.5	J = 1	K = -1.2

[9] COc1ccc(Nc2oc(-c3ccc(Cl)cc3)nc2C#N)cc1
  A = 10	B = 6	C = -61	D = 0.7	E = 3.2	F = 11*	G = -1.8	H = -7	I = -0.4	J = 4	K = 0.0

[10] CC1(c2ccccc2)C(C#N)C(=O)NC(=O)C1C#N (stereo unspecified)
  A = 4	B = -2	C = 1	D = 0.2	E = -1.1	F = 2.2	G = -1.9	H = -5	I = 0.0	J = -4	K = -1.2

[11] COC(=O)c1sc(NC(=O)c2ccncc2)nc1C
  A = -1	B = -1	C = -2	D = 0.1	E = -1.9	F = 4.8	G = 2.0	H = 2	I = 0.1	J = 2	K = -0.9

[12] O=C(CN1C(=O)CSc2cc(S(=O)(=O)N3CCCCCC3)ccc21)NCCc1ccccc1
  A = -5	B = -3	C = -1	D = 0.1	E = 0.8	F = 0.0	G = 2.8	H = 1	I = -0.4	J = 0	K = -0.7

[13] N#Cc1cccc(NC(=O)COC(=O)C2CCC2)c1
  A = -2	B = 0	C = 1	D = -1.1	E = -1.9	F = 2.4	G = 1.3	H = -2	I = 2.0	J = -6	K = -1.1

[14] COC(=O)c1sccc1NC(=O)c1ccoc1C
  A = -1	B = 2	C = 4	D = 0.0	E = -1.4	F = -0.7	G = 0.4	H = 0	I = 0.2	J = 7	K = -1.0

[15] Cc1ccccc1NC(=O)C(C)c1cccc(C(=O)c2ccccc2)c1 (stereo unspecified)
  A = 0	B = -2	C = 5	D = 0.1	E = -1.4	F = -1.6	G = -0.6	H = 1	I = -0.7	J = -10	K = -0.6

[16] CC(Oc1ccc(F)cc1)C(=O)Nc1cc(S(=O)(=O)N2CCCCC2)ccc1N1CCN(C)CC1 (stereo unspecified)
  A = -1	B = -2	C = 1	D = -0.4	E = 0.8	F = 0.0	G = -1.0	H = 4	I = 2.6	J = -14	K = -1.3

[17] CCC(Oc1ccccc1)C(=O)Nc1ccc(S(=O)(=O)Nc2cnc3ccccc3n2)cc1 (stereo unspecified)
  A = 0	B = -1	C = -47	D = -0.1	E = -0.6	F = -0.5	G = -2.0	H = 2	I = 0.6	J = -58	K = -1.0

[18] Cc1ccc(-c2nc(N/N=C/c3cccc([N+](=O)[O-])c3)c3ccccc3n2)cc1
  A = 9	B = 2	C = -3	D = 0.5	E = 2.9	F = 7.7	G = 0.2	H = -2	I = -0.8	J = -16	K = -0.9

[19] CCOc1ccc(NS(=O)(=O)c2ccc(OCC(=O)NCc3ccncc3)cc2)cc1
  A = -4	B = 1	C = 3	D = 0.7	E = -1.4	F = -3.1	G = -0.8	H = -3	I = -1.7	J = 0	K = -0.9

[20] COc1ncc(-c2ccc(N3C(c4ccsc4)=Cc4ccccc4C3CC(C)=O)cc2)cn1 (stereo unspecified)
  A = 2	B = -4	C = -155	D = .	E = 0.2	F = -0.7	G = .	H = 0	I = -1.1	J = 5	K = -1.4

[21] CCOc1ccccc1/C=C(/C#N)C(N)=O
  A = -1	B = -2	C = -11	D = -1.8	E = -0.4	F = 1.4	G = 0.7	H = -2	I = 0.0	J = 2	K = -0.6

[22] CN(C)C(=O)CSc1nnc(Cc2ccc([N+](=O)[O-])cc2)o1
  A = -1	B = 1	C = 1	D = 0.6	E = 1.2	F = 1.5	G = 0.8	H = 0	I = 0.0	J = 0	K = -1.5

# Another view of some results above.
16	CC(Oc1ccc(F)cc1)C(=O)Nc1cc(S(=O)(=O)N2CCCCC2)ccc1N1CCN(C)CC1 (stereo unspecified)
17	CCC(Oc1ccccc1)C(=O)Nc1ccc(S(=O)(=O)Nc2cnc3ccccc3n2)cc1 (stereo unspecified)
18	Cc1ccc(-c2nc(N/N=C/c3cccc([N+](=O)[O-])c3)c3ccccc3n2)cc1
19	CCOc1ccc(NS(=O)(=O)c2ccc(OCC(=O)NCc3ccncc3)cc2)cc1
20	COc1ncc(-c2ccc(N3C(c4ccsc4)=Cc4ccccc4C3CC(C)=O)cc2)cn1 (stereo unspecified)
21	CCOc1ccccc1/C=C(/C#N)C(N)=O
22	CN(C)C(=O)CSc1nnc(Cc2ccc([N+](=O)[O-])cc2)o1
assay / compound,16,17,18,19,20,21,22
NPR1 activator,-1,0,9,-4,2,-1,-1
SMARCA2 activ,-2,-1,2,1,-4,-2,1
ADAM10 inh,1,-47,-3,3,-155,-11,1
DAX1 inh-1,-0.4,-0.1,0.5,0.7,.,-1.8,0.6
hcDAF-12 act,0.8,-0.6,2.9,-1.4,0.2,-0.4,1.2
hgDAF-12 ag,0.0,-0.5,7.7,-3.1,-0.7,1.4,1.5
FXN GAA850 act,-1.0,-2.0,0.2,-0.8,.,0.7,0.8
GC-B act,4,2,-2,-3,0,-2,0
DAX1 inh-2,2.6,0.6,-0.8,-1.7,-1.1,0.0,0.0
HGIII-sPLA2 inh,-14,-58,-16,0,5,2,0
ssDAF-12 act,-1.3,-1.0,-0.9,-0.9,-1.4,-0.6,-1.5

# Given with each value named: 2 of the compounds above
6: CC1(C)CC(CC(=O)Nc2nccs2)(c2ccccc2)CCO1 (stereo unspecified)
  NPR1 activator: -5 | SMARCA2 activ: 3 | ADAM10 inh: -3 | DAX1 inh-1: -0.1 | hcDAF-12 act: -0.4 | hgDAF-12 ag: -3.1 | FXN GAA850 act: -0.4 | GC-B act: 5 | DAX1 inh-2: 0.0 | HGIII-sPLA2 inh: -4 | ssDAF-12 act: -0.5

7: CCCCn1c(N)c(N(CCC)C(=O)C2CCCC2)c(=O)[nH]c1=O
  NPR1 activator: -2 | SMARCA2 activ: -2 | ADAM10 inh: -10 | DAX1 inh-1: 0.5 | hcDAF-12 act: -2.1 | hgDAF-12 ag: 1.3 | FXN GAA850 act: 0.8 | GC-B act: 1 | DAX1 inh-2: 0.3 | HGIII-sPLA2 inh: 12 | ssDAF-12 act: -1.1

# Screening results deposited in PubChem by several laboratories.
